Bioassay records from PubChem.
ELG1 genotoxic: genotoxicity induction in ELG1-luciferase HEK293T cells | Potency, µM (top dose mostly 46 µM), for inactives: top-dose activity change, positive = activation, usual class: activators | HEK293T ELG1-luciferase reporter, luminescence, 16 h | 1.3% of 330,000 active; further: potency means the concentration at half of the fitted maximal effect; % of control where 0% means no effect; nearly all actives have a fitted effect of over 60% in size
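Luminescence read-out: rising ELG1-luciferase signal, reflecting elevated ELG1 protein under genetic stress, flags genotoxic compounds. Cells were treated for 16 hr at 37 °C before ONE-Glo detection.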
p53 reactivation: restores transcriptional activity of mutant p53; 0.063% of 320,000 active; H1299 p53-A138V BP100-luciferase reporter, luminescence, 24 h; AID 504706; Potency, µM (top dose mostly 92.2 µM), for the others: at the top dose activity change, positive = activation, most hits filed as activators; further: potency means the concentration at half of the fitted maximal effect; % of control where 0% means no effect; nearly all actives have a fitted effect of over 45% in size
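H1299 (p53-null), stable ts p53-A138V + BP100-Luc; 1000 cells/well, Opti-MEM/10% FBS; cpd 4 pt, 1:5; 24 h, 37 deg C, 5% CO2; detection reagent 10 min RT; luminescence.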
RORg inh: inhibitors of mouse ROR gamma transcriptional activity; P51450; Drosophila S2 Gal4-RORgamma UAS-luciferase reporter, 20 h; Potency, µM (doses to about 53.6 µM), for inactives: top-dose activity change, negative = inhibition, actives largely listed as inhibitors; 5.4% of 310,000 active; AID 2551; further: potency means the concentration at half of the fitted maximal effect; on the % scale 0 is the no-effect control and ±100 the full control effect; nearly all actives have a fitted effect of over 60% in size
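In this cell-based reporter format, copper sulfate (700 uM final) drives Gal4–ROR gamma fusion expression from a metallothionein promoter in Drosophila Schneider cells; compounds preincubated 1 hr, reporter read after 20 hr at ambient temperature.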
TRPV1 ag: human TRPV1 agonism; activation, % at 8.33 µM; TRPV1-expressing cells, Fluo-8 calcium influx, agonist mode; 0.19% of 320,000 active; Q8NER1; in the data active means activation above about 80%; inconclusive means between about 30% and that limit; further: 0% is about no effect
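Fluo-8 calcium influx in TRPV1-expressing cells, kinetic read (ex 480/em 520 nm). Compound added and read 3 min for agonist activity, followed by capsaicin at EC20 final and 2 min further read for enhancement.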
Rab9 promoter act: activates the Rab9 promoter. AID 485297. 2.8% of 320,000 active. Potency, µM (doses to about 9.22 µM), for inactives: at the highest dose activation, negative = inhibition, actives largely listed as activators. Huh7 Rab9 promoter-luciferase reporter, luminescence, 24 h; further: potency means the concentration at half of the fitted maximal effect; % of control where 0% means no effect; nearly all actives have a fitted effect of over 60% in size
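Luminescence read-out: Huh7 cells stably expressing Rab9-luciferase, treated 24 h with compound at 37 °C, then lysed with luciferase reagent for 10 min at ambient before reading.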
NPC1 promoter act: activates the NPC1 promoter | Huh7 NPC1 promoter luciferase reporter, 24 h | Potency, µM (titrated, usually from 9.22 µM), inactives show at the highest dose activation, most hits filed as activators | 2.4% of 320,000 active;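 further: potency means the concentration at half of the fitted maximal effect; % of control where 0% means no effect; nearly all actives have a fitted effect of over 60% in size; reporter is driven by a mutant NPC1 promoter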
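Readout is luciferase luminescence, reflecting NPC1 promoter activation in stably transfected Huh7 cells after 24 h compound exposure at 37 °C in reduced-serum medium with 10% FBS.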
FLuc counter: firefly luciferase modulation, counter-screen for miR-21 project. purified FLuc, Km substrates, luminescence inhibition. Potency, µM (highest dose often 57.5 µM), for inactives: at the highest dose activity change, negative = inhibition, actives largely listed as inhibitors. 6.9% of 360,000 active. AID 588342;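 further: potency means the concentration at half of the fitted maximal effect; plate controls were vehicle for no effect and reference inhibitor for full effect; nearly all actives have a fitted effect of over 55% in size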
Target sequence (P08659 whole entry, looked up): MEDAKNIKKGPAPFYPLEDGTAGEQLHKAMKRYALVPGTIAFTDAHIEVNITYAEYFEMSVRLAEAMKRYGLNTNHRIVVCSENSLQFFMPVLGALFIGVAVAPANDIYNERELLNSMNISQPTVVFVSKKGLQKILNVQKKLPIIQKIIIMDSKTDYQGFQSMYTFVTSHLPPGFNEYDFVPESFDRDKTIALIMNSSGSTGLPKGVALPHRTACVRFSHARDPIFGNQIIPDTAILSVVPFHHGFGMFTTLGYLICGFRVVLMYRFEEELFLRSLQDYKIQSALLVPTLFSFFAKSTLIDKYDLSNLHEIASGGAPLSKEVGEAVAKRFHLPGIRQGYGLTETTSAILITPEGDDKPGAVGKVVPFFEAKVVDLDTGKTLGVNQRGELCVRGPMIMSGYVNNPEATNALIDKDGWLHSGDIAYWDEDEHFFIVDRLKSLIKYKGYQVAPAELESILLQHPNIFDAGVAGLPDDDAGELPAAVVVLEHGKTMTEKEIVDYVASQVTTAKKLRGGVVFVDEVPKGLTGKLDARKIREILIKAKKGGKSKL
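Purified P. pyralis luciferase, 10 nM final, with Km-level 10 uM D-luciferin and 10 uM ATP in 50 mM Tris acetate pH 7.5, 10 mM Mg acetate, 0.01% Tween-20, 0.05% BSA; 6-point qHTS titration about 60 µM downward; luminescence read.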
BRCA1 expr act: increases BRCA1 expression. MCF7-BRCA1-FFLuc reporter, luminescence, 48 h; response scale: scaled: vehicle 0%, 10 µM genistein 100%. Potency, µM (doses to about 46.1 µM), for the others: top-dose activation, actives largely listed as activators. 1.1% of 380,000 active. AID 624202; further: potency means the concentration at half of the fitted maximal effect; nearly all actives have a fitted effect of over 80% in size; some results filed as inactive show a strong effect at the top dose
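MCF7-BRCA1-FFLuc cells, 2000/well in phenol-red-free MEM, attached 2 h then treated 48 h at 37 C. Luciferase luminescence read 15 min after reagent; normalized to genistein maximum activation (10microM) and DMSO, concentration-response fitted.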
Gal4-VP16 FLuc: Gal4-VP16 reporter inhibition counter-screen; Drosophila S2 Gal4-VP16 UAS-luciferase, luminescence, 20 h; 3.5% of 310,000 active; Potency, µM (doses to about 53.6 µM), without a hit: top-dose activity, negative = inhibition, most hits filed as inhibitors;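 further: Gal4-VP16 expression switched on by copper sulfate through the metallothionein promoter; potency means the concentration at half of the fitted maximal effect; on the % scale 0 is the no-effect control and ±100 the full control effect; nearly all actives have a fitted effect of over 50% in size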
Tb PFK block: inhibitors of T. brucei phosphofructokinase; O15648; AID 485367; T. brucei PFK, ADP-Glo luminescence; Potency, µM (top dose mostly 57.5 µM), for the others: at the highest dose activity, negative = inhibition, usual class: inhibitors; 0.17% of 330,000 active;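 further: potency means the concentration at half of the fitted maximal effect; 0% = uninhibited 1x PFK enzyme wells and -100% = no-enzyme wells; nearly all actives have a fitted effect of over 60% in size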
Target sequence (O15648 whole entry, looked up): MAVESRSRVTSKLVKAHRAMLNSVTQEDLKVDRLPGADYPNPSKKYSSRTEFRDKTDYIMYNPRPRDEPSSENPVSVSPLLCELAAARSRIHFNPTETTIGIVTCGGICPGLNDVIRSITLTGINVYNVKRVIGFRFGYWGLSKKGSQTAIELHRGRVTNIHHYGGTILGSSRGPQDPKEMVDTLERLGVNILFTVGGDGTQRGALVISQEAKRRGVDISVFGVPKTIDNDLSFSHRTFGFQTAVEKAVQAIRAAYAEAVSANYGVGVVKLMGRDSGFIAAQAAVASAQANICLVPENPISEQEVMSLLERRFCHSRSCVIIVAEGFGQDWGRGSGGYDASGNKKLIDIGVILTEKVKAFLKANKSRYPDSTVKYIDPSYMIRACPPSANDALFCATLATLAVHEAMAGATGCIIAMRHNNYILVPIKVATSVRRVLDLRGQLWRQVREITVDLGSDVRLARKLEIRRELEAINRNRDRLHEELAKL
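1.25 nM PFK with 0.5 mM F6P and 0.1 mM ATP in 0.1 M TEA pH 8.0, 5 mM MgCl2, incubated 45 min at room temperature; ADP measured by ADP-Glo luminescence; compounds titrated up to 57 uM.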
ELG1 DNA repair: ELG1-dependent DNA repair inhibition. HEK293T ELG1-luciferase reporter, luminescence, 16 h; DNA damage induced by 5-fluorouridine. Potency, µM (doses to about 46.1 µM), for inactives: top-dose activity change, negative = inhibition, actives largely listed as inhibitors. 2.3% of 330,000 active. AID 504467; further: potency means the concentration at half of the fitted maximal effect; on the % scale 0 is the no-effect control and ±100 the full control effect; nearly all actives have a fitted effect of over 55% in size
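Step one: seed 2,000 cells per well. Step two: pin-transfer compound or DMSO alongside 5-fluorouridine. Step three: incubate 16 hr, 37 °C, 5% CO2. Step four: add ONE-Glo, wait 30 min, read luminescence.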
The depositor's hits bear a star; u = inconclusive; x = not tested or not shown; & = joins results of further samples; [ ] = dose if it differs, or a comment. Unless noted, the call rests on the fitted dose curve; in most records, active means well fitted curve in the direction sought with a large enough effect; inconclusive means small, poorly fitted or top-dose-only effect, or another doubt; inactive means no such curve, though single readings can be large; an effect the other way counts as inactive or inconclusive. An unsorted share of the library; any-hit rate near 15%.

SMILES	ELG1 genotoxic	p53 reactivation	RORg inh	TRPV1 ag	Rab9 promoter act	NPC1 promoter act	FLuc counter	BRCA1 expr act	Gal4-VP16 FLuc	Tb PFK block	ELG1 DNA repair
CC(=O)c1cc(C#N)c(SCc2ccc([N+](=O)[O-])cc2)nc1C	6.1%	3.0%	16.4%	-8.4	-3.9%	-5.6%	-0.9%	2.1%	11.0%	3.0%	-0.7%
O=C(O)/C=C/C(O)c1ccc(Cl)cc1 (centres undefined)	-3.6%	-8.7%	7.4%	-1.0	4.4%[46.1 µM]	3.9%[46.1 µM]	26.9µM*	13.6%	4.1%	4.8%	16.4%
Cn1ccnc1SCC(=O)Nc1ccc(F)c([N+](=O)[O-])c1	2.2%	22.0%	0.9%	-2.4	-6.4%	-1.5%	-2.6%	-2.9%	-8.2%	-5.4%	-22.7%
O=C(O)CCN1C(=O)C2C3CC(C2C1=O)C1C(c2ccccc2)c2sc(=O)n(-c4ccccc4)c2SC31 (centres undefined)	26.3%	9.0%	1.2%	4.3	-0.9%	1.2%	-6.8%	0.0%	-0.8%	-3.3%	3.5%
CN1CCN(c2cc(=O)n(C3CCCCC3)c(=O)[nH]2)CC1	-0.7%	9.8%	-30.5%	-2.2	0.4%	1.6%	0.3%	-8.6%	-3.8%	-3.2%	0.8%
CCN(CC(=O)Nc1ccccc1Br)Cc1nc2ccccc2c(=O)[nH]1	0.3%	-0.4%	11.2µM*	11.0	0.9%	-2.9%	-1.0%	-20.1%	u	2.1%	u
CCOc1nc(Nc2ccc(OC)c(Cl)c2)nc(OCC)n1	-7.2%	-4.0%	0.3%	u	-0.2%	-1.4%	-12.2%	-49.6%	-4.1%	5.2%	u
CC(C)(C)c1ccc(N2C(=O)CSC2c2cccnc2)cc1 (centres undefined)	-4.3%	-3.2%	40.0%	-1.6	-1.7%	0.5%	5.9%	0.0%	-2.5%	2.0%	0.0%
O=C(NNC(=O)c1n[nH]c(=O)c2ccccc12)c1ccc(Br)cc1	-0.6%	1.0%	4.8%	-2.8	-3.9%	-7.1%	-13.8%	10.2%	6.6%	0.0%	-8.0%
Cc1ccc(OC(=O)c2ccc3c(=O)n4c(nc3c2)CCC4)cc1	6.4%	19.8%	x	-9.0	-6.9%	-8.0%	6.01µM*	3.8%	x	3.7%	-14.8%
Cc1onc(-c2c(Cl)cccc2Cl)c1C(O)c1ccccc1 (centres undefined)	-3.6%	4.1%	35.7%	1.0	-3.0%	-0.3%	3.9%	-2.9%	0.4%	1.1%	3.8%
CCOCCCNCc1cc(Cl)cc(Cl)c1OCC	-2.9%	0.3%	-17.0%	-1.5	1.1%	-1.7%	-0.6%	-0.4%	-8.6%	-5.3%	-4.7%
CC(NC(=O)CN(C)S(=O)(=O)c1ccc2c(c1)c(=O)n(C)c(=O)n2C)c1ccccc1 (centres undefined)	3.4%	3.0%	2.5%	-1.7	-0.2%	-3.8%	0.8%&1.7%	-38.8%&5.2%	0.6%	-0.1%	-1.8%
Cc1cc2oc(C(=O)N(Cc3ccco3)C3CCS(=O)(=O)C3)cc(=O)c2cc1Cl (centres undefined)	-0.7%	3.3%	0.5%	-4.8	-0.7%	-0.6%	3.2%	-22.6%	u	-8.1%	3.3%
C/C(=N/NC(=O)c1cc2ccccc2cc1O)C1C(=O)c2ccccc2C1=O	u	u	u	2.0	u	21.7%	16.9µM*	73.3%	17.8µM*	-16.6%	u
Cc1ccc(/C=N/n2cc(-c3ccccc3)[nH]c2=S)s1	-10.8%	17.2%	0.447µM*	u	u	u	-19.2%	40.9%	5.01µM*	u	u
CC1CCCN(CCCOc2ccc([N+](=O)[O-])cc2)C1 (centres undefined)	-1.0%	-15.1%	0.0%	-4.3	-4.4%	-0.2%	-2.6%	40.0%	0.6%	-1.4%	-0.7%
Cc1ccsc1/C=N/NC(=O)Cn1nc(C)c([N+](=O)[O-])c1C	0.1%	-2.5%	u	x	-1.7%	-0.2%	-0.1%	0.0%	u	-4.4%	u
CCCCNC(=O)c1onc(CSc2cc(C)ccc2C)c1C(=O)O	-0.2%	-4.4%	11.0%	-1.4	-8.0%	-4.5%	u	0.8%	-2.2%	-0.9%	4.4%
CCOc1ccc(/C(O)=C2/C(=O)C(=O)N(c3ncccn3)C2c2ccc(Cl)cc2)cc1 (centres undefined)	-1.0%	-5.9%	25.2%	-2.0	9.1%	13.4%	2.7%	1.6%	0.9%	2.2%	-0.3%

4 successive records from above, for reference:
SMILES	ELG1 genotoxic	p53 reactivation	RORg inh	TRPV1 ag	Rab9 promoter act	NPC1 promoter act	FLuc counter	BRCA1 expr act	Gal4-VP16 FLuc	Tb PFK block	ELG1 DNA repair
Cc1onc(-c2c(Cl)cccc2Cl)c1C(O)c1ccccc1 (centres undefined)	-3.6%	4.1%	35.7%	1.0	-3.0%	-0.3%	3.9%	-2.9%	0.4%	1.1%	3.8%
CCOCCCNCc1cc(Cl)cc(Cl)c1OCC	-2.9%	0.3%	-17.0%	-1.5	1.1%	-1.7%	-0.6%	-0.4%	-8.6%	-5.3%	-4.7%
CC(NC(=O)CN(C)S(=O)(=O)c1ccc2c(c1)c(=O)n(C)c(=O)n2C)c1ccccc1 (centres undefined)	3.4%	3.0%	2.5%	-1.7	-0.2%	-3.8%	0.8%&1.7%	-38.8%&5.2%	0.6%	-0.1%	-1.8%
Cc1cc2oc(C(=O)N(Cc3ccco3)C3CCS(=O)(=O)C3)cc(=O)c2cc1Cl (centres undefined)	-0.7%	3.3%	0.5%	-4.8	-0.7%	-0.6%	3.2%	-22.6%	u	-8.1%	3.3%

Other structures:
SMILES	ELG1 genotoxic	p53 reactivation	RORg inh	TRPV1 ag	Rab9 promoter act	NPC1 promoter act	FLuc counter	BRCA1 expr act	Gal4-VP16 FLuc	Tb PFK block	ELG1 DNA repair
CN(C)S(=O)(=O)c1c(Cl)cccc1Cl	0.9%	-1.3%	u	-0.6	-2.0%	-2.1%	-1.9%	-0.7%	-3.3%	5.2%	u
CC1(NC(=S)Nc2ccccc2)CCS(=O)(=O)C1 (centres undefined)	-0.3%	u	-0.4%	x	-0.1%	-3.4%	-0.2%	-4.9%	-13.6%	0.5%	-5.2%
O=C(Nc1cccc(C(=O)N2CCOCC2)c1)c1cccnc1	-6.5%	-0.7%	11.6%	0.2	1.4%	1.1%	0.4%	8.0%	7.2%	-2.0%	-0.7%
CC1CCN(C(=O)CSc2ccc(-c3cccc([N+](=O)[O-])c3)nn2)CC1	-22.4%	8.9%	29.5%	9.3	-6.2%	-1.9%	-8.8%	-17.4%	-15.5%	1.4%	u
CCCCc1nnc(NC(=O)CC(=O)Nc2ccccc2C(=O)O)s1	1.8%	-5.8%	-4.0%	-2.1	-0.9%	9.6%	16.9µM*	11.9%	-14.8%	1.4%	1.9%
Cc1c(NC(=O)CSc2ccc(Cl)cc2)cccc1-c1nc2cc(Cl)ccc2o1	14.3%	12.8%	-8.3%	-2.9	-3.4%	-2.4%	u	-36.1%	-13.2%	0.7%	u
COC(=O)CSc1ncc(S(=O)(=O)c2ccccc2)c(=O)[nH]1	-2.6%	1.0%	4.4%	-11.1	-3.7%	1.1%	4.1%	-15.0%	1.0%	4.5%	9.4%
Cc1cc(=O)n2c3c(cccc13)CCC2	-2.7%	10.2%	-0.1%	-3.8	9.9%	0.8%	5.3%	10.4%	-1.6%	1.4%	4.9%
COc1ccc(NC(=S)N(CCC(C)C)C2CCN(C(C)C)CC2)cc1	-3.6%	0.9%	-6.9%	2.4	-5.1%	-4.0%	0.9%	-1.9%	3.6%	-8.7%	-12.1%
Cc1cccc(NC(=O)CSc2nc(C)c(Cc3ccccc3)c(=O)[nH]2)c1	-1.4%	-0.5%	29.5%	5.8	-6.3%	-2.1%	u	-24.1%&0.5%	-3.0%	-10.0%	-13.0%
CCN1CCCCC(=N/O)/C(=N/O)CCCC1	0.9%	-0.7%	-21.8%	3.4	-3.2%	0.3%	2.3%	-10.1%	-0.8%	-2.2%	7.5%
O=c1c(Cc2ccc(F)cc2)c(O)ccn1CC1CCCO1 (centres undefined)	-0.3%	1.3%	12.8%	8.4	29.7%	-1.5%	5.0%	5.7%	3.7%	-3.3%	7.3%
CCOc1ccc(CCNC(=O)c2ccc(C)c(NC3=NC4CS(=O)(=O)CC4S3)c2)cc1 (centres undefined)	0.2%	-9.1%	0.7%	0.7	-1.3%	-1.3%	u	2.5%	-3.1%	0.1%	22.1%
COc1cc(C(=O)NCC(=O)N/N=C\C(C)=C/c2ccccc2)cc(OC)c1OC	-3.2%	0.7%	-4.0%	2.6	2.4%	-2.3%	u	-9.5%	-8.3%	0.0%	-5.5%
